Cneo AK release – causes C. neoformans cell lysis; adenylate kinase release luminescence, 4 h; normalised: neutral wells 0, clomiphene wells 100; lysis activity, % at 15 µM; 360,000 tested, 0.2% active; AID 651654;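 active = mean lysis activity across replicates of at least 80%, whatever share of replicates individually reach that level; inactive = mean lysis activity below 80%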
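Test system: log-phase Cryptococcus neoformans yeast cells. Input: 5 × 10^6 yeast cells/mL. Medium: fresh YPD growth medium. Doses: single dose. Incubation: static 4 h at 37 °C with compound, 1 h detection. Measured by: luminescent adenylate kinase detection reagent. Read-out: signal increase indicating cell lysis. Benchmarks: Clomiphene.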
CASP6 VEID inh – blocks human caspase-6 cleavage activity; 350,000 tested, 0.53% active; inhibition, % at 12.5 µM; P55212; purified caspase-6, Z-VEID-R110 cleavage fluorescence;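 active = mean inhibition across replicates at least about 35%, with every replicate also reaching that limit, limit read from the data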;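 also: 0% = median of neutral control wells and 100% = no fluorescence left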
Target sequence (P55212 24-179 limits assumed): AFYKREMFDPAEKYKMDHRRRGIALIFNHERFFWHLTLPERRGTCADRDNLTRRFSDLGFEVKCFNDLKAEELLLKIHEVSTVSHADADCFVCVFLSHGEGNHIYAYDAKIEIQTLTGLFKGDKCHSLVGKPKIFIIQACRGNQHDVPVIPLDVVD
Target sequence (P55212 194-293 limits assumed): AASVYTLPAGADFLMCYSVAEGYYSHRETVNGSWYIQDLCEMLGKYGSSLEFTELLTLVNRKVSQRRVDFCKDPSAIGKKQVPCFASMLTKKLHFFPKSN
PAX8 inh HTS – inhibitors of PAX8 transcriptional activity in RMG-I cells; RMG-I TPO-luciferase reporter, SteadyGlo, 24 h; inhibition, % at 12.6 µM; 360,000 tested, 1.2% active; AID 652154;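 active = mean replicate inhibition at least 60% with every replicate also reaching 60%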;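 also: luciferase light reporting Pax8 driven TPO promoter activity; plate controls were median of neutral control wells for no effect and mitoxantrone controls for full effect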
PGC1a acetyl inh – lowers PGC1a acetylation signal in U2OS cells. AlphaScreen anti-acetyl-lysine; with virally co-expressed GCN5 acetyltransferase. inhibition, % at 15.6 µM. 350,000 tested, 0.17% active. AID 651687;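 active = every replicate shows inhibition of at least 40%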;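 also: 0% = neutral control wells and 100% = positive control wells; some results beyond the cut were filed as inactive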
miR-122 sensor – blocks miR-122 activity in Huh7 sensor cells | Huh7 miR-122 Renilla luciferase sensor, 48 h; neutral wells = 0, positive control = 100 | activation (reporter increase), % at 12.5 µM | 340,000 tested, 0.3% active;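 active = mean replicate activation score at least 90 and every replicate individually at or above 90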;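 also: higher luciferase means less miR-122 activity so hits act as miR-122 inhibitors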
LGR2 antag – blocks bursicon-induced cAMP signaling via Drosophila LGR2. inhibition, % at 9.99 µM. 380,000 tested, 0.35% active. HEK293 LGR2, CRE-luciferase, bursicon-stimulated, 4 h;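 active = drop in luminescence signal, shown as inhibition above about 50% in the replicate tests, limit read from the data, passing the limit was not always enough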;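 also: agonist challenge used bursicon conditioned medium at about half maximal strength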
EWS-Fli block – inhibitors of EWS/Fli oncoprotein transcriptional activity; A673 NR0B1-luciferase reporter, viability-normalised; inhibition, % at 12.6 µM; 350,000 tested, 0.67% active; AID 651661;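 active = mean inhibition of at least 50% after viability correction, with every replicate also passing that limit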;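 also: firefly luciferase signal divided by Alamar Blue viability fluorescence both relative to DMSO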
FN deposition inh – fibronectin deposition inhibition | AH1F fibroblasts, Alexa488-fibronectin deposition fluorescence, overnight | inhibition, % at 12.6 µM | 350,000 tested, 0.086% active | AID 743247;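 active = mean inhibition across replicates of 30% or more, regardless of how many single replicates reach that level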;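 also: positive control wells lacked labelled fibronectin entirely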
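Assay system: AH1F fibroblasts / Quantity: 10000 cells per well / Medium: DMEM plus 2% serum, read in PBS / Reagent: labelled fibronectin 24 nM / Dosing: single dose, pinned / Times: 1 h cell attachment, overnight exposure to compound and label / Signal: fluorescence, ex 485 nm, em 525 nm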
An asterisk follows results filed as active; . = no result given; [ ] = remark or other dose. Outcome played no part in choosing rows; about 2.5% have a hit in one of these screens.

SMILES	Cneo AK release	CASP6 VEID inh	PAX8 inh HTS	PGC1a acetyl inh	miR-122 sensor	LGR2 antag	EWS-Fli block	FN deposition inh
CC1(c2nc3ccccc3[nH]2)c2ccccc2C(=O)N1C1CC1 (configuration not stated)	.	0.5	6.5	.	.	-5.7	0.7	7.8
CO[C@H]1CN(C)C(=O)c2ccc(NC(=O)c3ccc(-c4ccccc4)cc3)cc2OC[C@H](C)NC[C@@H]1C	.	0.8	50.5	-57.5	.	3.9	.	12.4
CCC(=O)Nc1ccc2c(c1)C(=O)N(C)[C@H]1CC[C@@H](CC(=O)NCc3ccccc3Cl)O[C@@H]1CO2	40.0	0.4	11.1	9.6	-2.6[16.7 µM]	5.0	1.1	-18.2
Cc1ccccc1N=Nc1c(O)[nH]c2ccccc12	-0.3	-0.5	-61.4	-7.5	6.4	-1.1	-12.9	-0.8
CC1=C(C(=O)N(C)C)CC(CC(=O)NC2CCCCC2)C(=O)N1Cc1ccc(C(C)(C)C)cc1 (configuration not stated)	0.6	0.7	8.0	-10.8	7.9	-42.8	2.4	1.5
O=C1c2ccccc2NC(c2ccc([N+](=O)[O-])cc2)N1O (configuration not stated)	3.0	4.7	5.6	.	-24.9	4.7	13.5	-6.2
CCO/C(C)=C1/SC(=S)NC1=O	3.5	5.4	-14.8	.	0.6	1.3	-0.3	10.9
C[C@@H]1CN([C@H](C)CO)C(=O)c2cc(/C=C/c3ccccc3)cnc2O[C@H]1CN(C)Cc1ccc2c(c1)OCO2	6.5	-0.5	.	-38.7	10.1[16.7 µM]	39.2	21.2	18.1
O=C(C[C@H]1CC[C@@H]2[C@H](COC[C@@H](O)CN2C(=O)Nc2ccc(F)cc2)O1)NCCc1ccccc1	-1.6	-2.5	-7.5	6.8	0.0[16.7 µM]	12.8	-0.6	-1.1
COc1ncnc2sc3c(c12)CCCC3	.	.	.	8.8	-17.0	3.7	.	9.0
O=C(Nc1ccc(C(=O)N2CCCC2)cc1)c1ccccc1F	-0.6	0.9	.	1.8	0.5	-26.3	-14.8	.
O=c1c2ccccc2nc(/C=C/c2c[nH]c3ccccc23)n1CCO	.	0.1	-34.8	.	.	-7.8	-47.9	2.2
COc1ccccc1NC(=O)c1c(NC(=O)CCC(=O)O)sc2c1CCCCC2	-3.0	15.2	-5.4	-8.6	0.0	-16.3	4.1	-0.7
Cc1ccccc1S(=O)(=O)N1[C@H](C#N)[C@H](c2ccc(C#CC3CCCCC3)cc2)[C@H]1CO	-2.3	-2.4	-27.8	0.8	.	75.8*	35.8	-5.3
COc1ccc2cc(CCNC(=O)C(C)(C)C)c(=O)[nH]c2c1	-1.1	1.9	-4.0	3.0	-2.0	21.5	-17.8	-3.9
c1cc2c(cc1NC1CCCCCC1)OCO2	3.5	6.7	-1.4	12.7	-2.0	4.2	-9.2	2.0
Cc1ccc(C(=O)N/C(=C\c2cccc([N+](=O)[O-])c2)C(=O)Nc2cccc(C(=O)O)c2)cc1	0.8	1.7	-7.9	.	.	-13.3	10.2	-2.5
Cc1ccccc1NC(=O)CSc1nnc(C)c(=O)[nH]1	.	-4.0	7.4	.	.	14.0	4.8	13.7
Cc1ccc(S(=O)(=O)NCC(=O)OCC(=O)c2ccc(Cl)s2)cc1	0.2	-0.1	-4.1	-2.4	0.7	13.5	.	-16.0
CCOC(=O)C1=CN(c2cccc(F)c2)C=C(C(=O)OCC)C1c1cc(OC)c(O)c([N+](=O)[O-])c1	2.6	.	.	4.0	-2.1	.	.	4.1
C[C@H](CO)N1C[C@H](C)[C@H](CN(C)Cc2ccc(C(=O)O)cc2)Oc2ccc(NC(=O)Cc3cn(C)c4ccccc34)cc2CC1=O	-1.8	1.0	-18.4	1.2	-8.4[16.7 µM]	-7.1	12.8	.
CCOC(=O)c1cc(-c2sc(NC(=O)c3ccccc3)nc2C)n(CCO)n1	.	2.8	7.3	-7.8	-8.2	-1.6	-2.9	-6.0
NNC(=O)COc1ccccc1F	.	2.8	0.6	.	.	.	-15.7	-6.9
CCCCCCCOc1ccc(C2CC(=O)N(C)C2=O)cc1 (configuration not stated)	5.9	1.1	-5.0	.	6.0	-2.9	4.0	-6.7

Compounds shown so far with a nitro group on carbon, in the order listed:
SMILES	Cneo AK release	CASP6 VEID inh	PAX8 inh HTS	PGC1a acetyl inh	miR-122 sensor	LGR2 antag	EWS-Fli block	FN deposition inh
O=C1c2ccccc2NC(c2ccc([N+](=O)[O-])cc2)N1O (configuration not stated)	3.0	4.7	5.6	.	-24.9	4.7	13.5	-6.2
Cc1ccc(C(=O)N/C(=C\c2cccc([N+](=O)[O-])c2)C(=O)Nc2cccc(C(=O)O)c2)cc1	0.8	1.7	-7.9	.	.	-13.3	10.2	-2.5
CCOC(=O)C1=CN(c2cccc(F)c2)C=C(C(=O)OCC)C1c1cc(OC)c(O)c([N+](=O)[O-])c1	2.6	.	.	4.0	-2.1	.	.	4.1

Continuation.
SMILES	Cneo AK release	CASP6 VEID inh	PAX8 inh HTS	PGC1a acetyl inh	miR-122 sensor	LGR2 antag	EWS-Fli block	FN deposition inh
COc1ccc(C(C)=O)c(Oc2nc(CN3CCOCC3)nc3scc(-c4cccs4)c23)c1	-2.8	.	18.1	4.5	-1.7	.	.	-1.1
COc1ccc(C(=O)CNC2=NCCC2)cc1	1.9	-0.5	14.8	5.8	-2.5	4.5	2.5	11.1
Cc1ccc(CN2CC(C(=O)Nc3cccc(C)n3)CC2=O)cc1 (configuration not stated)	0.2	4.3	.	-12.6	-1.2	7.3	2.7	0.3
COc1ccccc1NC(=O)CSc1ccc2nnc(-c3cccnc3)n2n1	-0.6	-4.8	4.9	7.8	1.3	6.5	1.1	1.4
O=S(=O)(c1cccs1)N1CCN(CC(O)COc2cccc(Br)c2)CC1 (configuration not stated)	2.4	-0.4	.	.	6.3	-3.4	.	.
CCOC1=C2[C@H](c3ccc(C)cc3)N(S(=O)(=O)c3ccc(C)cc3)C[C@H]2n2c(=O)n(-c3ccccc3)c(=O)n2C1	1.0	-0.1	-4.0	13.2	46.8	-4.5	6.6	11.0
CC(=O)c1ccc(NC(=O)C(C)N(C)CC(=O)Nc2ccc(Cl)cc2)cc1 (configuration not stated)	0.7	-5.8	11.9	.	2.0	.	-11.8	8.7
CCCCc1cc(=O)oc2cc(OCC(=O)N3CCC(C(=O)O)(c4ccccc4)CC3)ccc12	2.4	4.1	.	6.8	-13.7	-5.7	5.2	.
Cc1cccc(-c2c3c(=O)n(C)c(=O)n(C)c3c3cccnn23)c1	1.0	.	-21.2	-27.8	-0.9	.	.	3.2
CC1CCC(C(C)C)C(OC(=O)CSc2n[nH]c(=O)[nH]c2=O)C1 (configuration not stated)	0.8	.	.	3.8	-11.4	13.4	.	4.2
Cc1cc(C(=O)Nc2cccc(S(=O)(=O)N3CCCCC3)c2)c2ccccc2n1	8.2	-1.0	3.8	-26.3	-15.1	6.5	12.1	-9.8
O=c1[nH][nH]c2c([N+](=O)[O-])ccc(F)c12	.	66.1*	45.1	.	.	12.2	-5.9	6.0
O=C1/C(=C\c2ccccc2Cl)SC(=S)N1CCC(=O)N1CCCc2ccccc21	-3.8	.	-5.0	-7.8	0.0	2.8	.	0.0
O=C(NCc1ccccc1Cl)C1CCN(c2ncnc3c2nc2n3CCCCC2)CC1	1.7	2.8	-4.2	3.6	2.5	3.6	.	-5.9
CC(=O)c1c(C)[nH]c(-c2ccccc2)nc1=S	5.7	-4.4	18.5	4.2	5.2	-9.0	11.6	-7.2
CSc1ncccc1C(=O)OCC(=O)NC(C)C	-1.0	0.4	-1.4	5.2	-1.4	-51.7	7.4	.
CC(C)NC(=O)Nc1ccc2c(c1)C(=O)N([C@H](C)CO)C[C@@H](C)[C@@H](CN(C)Cc1ccc(Oc3ccccc3)cc1)O2	2.3	.	19.8	-1.4	9.9[16.7 µM]	-12.4	10.0	12.6
FC(F)(F)c1cc(-c2ccccc2)nc(NC2CCCC2)n1	3.0	.	6.2	-8.6	.	.	.	6.0
CCCCn1c(CCC(=O)O)nc2c1c(=O)[nH]c(=O)n2CCC	-4.0	.	-3.7	13.4	-1.4	.	.	7.1
O=C1OC(c2ccc(F)cc2)=N/C1=C\c1ccc(Br)o1	.	5.1	2.7	.	.	7.3	-0.6	1.8
C[C@@H]1CN([C@@H](C)CO)C(=O)c2cc(NC(=O)Nc3ccc4c(c3)OCO4)ccc2O[C@H]1CN(C)Cc1ccc(Cl)c(Cl)c1	3.9	-0.6	.	-15.9	-6.1[16.7 µM]	1.0	-4.6	.
O=C(C1=COCCO1)N(Cc1nnc(-c2ccccc2Cl)o1)C1CC1	-5.2	-1.5	-5.7	3.1	-7.7	-15.9	-7.0	1.8
CCc1ccc(NC(=O)CSc2nc(=O)n3cc(C)ccc3n2)cc1	4.0	4.9	4.5	.	.	-6.0	-2.1	-11.0
COCCNC(=O)C1CCCN(S(=O)(=O)c2c(C)noc2/C=C/c2cccs2)C1 (configuration not stated)	.	0.3	9.2	8.7	.	-10.1	6.8	2.4

One compound at a time, from the list above. Order of screens: Cneo AK release, CASP6 VEID inh, PAX8 inh HTS, PGC1a acetyl inh, miR-122 sensor, LGR2 antag, EWS-Fli block, FN deposition inh
CC(C)NC(=O)Nc1ccc2c(c1)C(=O)N([C@H](C)CO)C[C@@H](C)[C@@H](CN(C)Cc1ccc(Oc3ccccc3)cc1)O2 as listed: 2.3, ., 19.8, -1.4, 9.9[16.7 µM], -12.4, 10.0, 12.6
O=C(C1=COCCO1)N(Cc1nnc(-c2ccccc2Cl)o1)C1CC1 as listed: -5.2, -1.5, -5.7, 3.1, -7.7, -15.9, -7.0, 1.8

(next part)
SMILES	Cneo AK release	CASP6 VEID inh	PAX8 inh HTS	PGC1a acetyl inh	miR-122 sensor	LGR2 antag	EWS-Fli block	FN deposition inh
CN(C)CCN1C(=O)C(=O)/C(=C(/O)c2ccc(F)cc2)C1c1ccccc1F (configuration not stated)	1.1	.	-8.0	2.8	1.7	.	.	10.8
COc1cc(/C=C/c2noc(-c3ccccc3O)n2)cc(OC)c1OC	-11.3	.	-63.1	13.2	3.2	-65.9	.	3.1
CCC(=O)N1[C@@H](CO)[C@@H]2c3ccccc3N(C(=O)c3ccncc3)C[C@@H]21	-3.6	-2.7	-5.2	4.4	-8.3[16.7 µM]	6.7	-4.2	.
OCCNCc1c(OCc2ccc(Cl)cc2)ccc2ccccc12	3.2	0.1	15.2	.	.	2.9	17.0	0.0
CCC1CCCCN1S(=O)(=O)c1ccccc1 (configuration not stated)	-5.9	-2.3	8.9	-7.7	-3.4	-11.0	3.8	-0.2
CCOc1ccc(S(=O)(=O)NC(C)C(=O)NCc2cccnc2)cc1 (configuration not stated)	-0.3	1.3	-4.6	.	-5.4	-1.2	2.7	4.3
COc1cccc(C(=O)NCCNC(=O)c2ccco2)c1	3.9	-2.1	-8.0	.	1.7	-11.8	-8.1	-10.0
COc1cccc(C(=O)OCn2nnc3ccccc3c2=O)c1OC	0.8	0.2	-26.3	-1.4	0.1	.	-2.4	4.3
COc1ccccc1NC(=O)CSc1nncn1-c1cccnc1	-2.0	-1.3	.	6.4	3.9	-13.6	-0.6	.

Screens deposited in PubChem BioAssay by Broad Institute.
